# Screens: PubChem BioAssay, several laboratories
# GDH-TPI inh = inhibits GDH-TPI coupling enzymes, artifact for Mtb FBA screen; GDH-TPI coupled enzyme counterscreen, NADH absorbance; inhibition, % at 4.8 µM; hit rate 1.2% among 360,000; AID 588335;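 further: 0% = DMSO wells and 100% = wells lacking the enzyme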
# CCHFV vOTU inh = CCHFV vOTU protease inhibition; AID 651958; hit rate 0.55% among 370,000; inhibition, % at 11.5 µM; Pep-AMC fluorescence; further: 0% = vehicle wells with enzyme and 100% = no enzyme wells
# VHR inh abs = blocks human VHR1 dual specificity phosphatase | P51452 | recombinant VHR phosphatase, pNPP absorbance | inhibition, % at 13.3 µM | hit rate 0.52% among 290,000 | AID 1654; in the data active means inhibition above about 50%; further: some compounds called inactive have numbers as strong as hits
# Target sequence (P51452 whole entry, looked up): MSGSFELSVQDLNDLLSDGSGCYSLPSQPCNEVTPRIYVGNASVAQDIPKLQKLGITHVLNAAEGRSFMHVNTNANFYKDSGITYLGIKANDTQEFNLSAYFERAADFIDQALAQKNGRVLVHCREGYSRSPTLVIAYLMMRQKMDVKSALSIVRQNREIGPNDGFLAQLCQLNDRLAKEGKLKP
# Rv3671c inh = inhibits the M. tuberculosis serine protease Rv3671c | P9WHR9 | inhibition, % at 5.96 µM | hit rate 0.048% among 320,000 | AID 2606; in the data active means inhibition above about 38%;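 further: extracellular domain of Rv3671c used as enzyme; 0% = enzyme with DMSO and 100% = no enzyme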
# Target sequence (P9WHR9 whole entry, looked up, the tested form may be a part): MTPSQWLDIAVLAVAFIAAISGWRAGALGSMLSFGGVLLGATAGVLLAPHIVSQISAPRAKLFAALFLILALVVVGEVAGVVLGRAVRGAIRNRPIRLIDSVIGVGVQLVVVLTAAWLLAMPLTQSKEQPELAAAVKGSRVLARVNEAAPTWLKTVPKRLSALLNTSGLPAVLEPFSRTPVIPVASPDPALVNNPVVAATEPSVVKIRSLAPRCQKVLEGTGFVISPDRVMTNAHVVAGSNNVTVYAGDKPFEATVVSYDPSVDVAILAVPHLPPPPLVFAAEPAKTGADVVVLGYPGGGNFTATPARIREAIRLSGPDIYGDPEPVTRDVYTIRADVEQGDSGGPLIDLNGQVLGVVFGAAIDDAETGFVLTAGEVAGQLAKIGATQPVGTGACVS
# FBA Mtb inh = Mtb fructose-bisphosphate aldolase inhibition. hit rate 2.3% among 360,000. AID 588726. inhibition, % at 1 µM. purified M. tuberculosis FBA, fluorescence read-out; in the data active means inhibition above about 27%;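 further: 0% = vehicle and 100% = reference inhibitor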
# Target sequence (P9WQA3 whole entry, looked up): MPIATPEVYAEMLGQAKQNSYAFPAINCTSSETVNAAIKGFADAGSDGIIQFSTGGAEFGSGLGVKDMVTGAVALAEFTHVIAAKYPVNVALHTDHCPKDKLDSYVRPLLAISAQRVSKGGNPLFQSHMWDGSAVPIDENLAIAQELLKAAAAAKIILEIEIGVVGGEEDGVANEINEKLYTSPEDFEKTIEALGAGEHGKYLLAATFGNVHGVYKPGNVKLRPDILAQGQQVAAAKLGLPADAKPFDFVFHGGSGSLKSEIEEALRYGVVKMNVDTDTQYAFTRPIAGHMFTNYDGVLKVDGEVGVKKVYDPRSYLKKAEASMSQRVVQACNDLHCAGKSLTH
# MazF activator = MazEF (E. coli) toxin RNase activation; FAM/BHQ RNA-DNA oligo cleavage fluorescence, 5 h; activation, % at 20 µM; hit rate 0.32% among 350,000; AID 504720; in the data active means activation above about 50%
# Target sequence (P0AE70 whole entry, looked up): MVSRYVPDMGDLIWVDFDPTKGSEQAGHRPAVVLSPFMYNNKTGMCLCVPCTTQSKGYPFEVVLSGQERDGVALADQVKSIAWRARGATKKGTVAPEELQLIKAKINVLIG
# UGM FP inh = Mtb UDP-galactopyranose mutase inhibition | hit rate 0.06% among 320,000 | purified UGM, fluorescence polarization probe displacement | inhibition, % at 10 µM; in the data active means inhibition above about 10%, passing the limit was not always enough; inconclusive means no clear call, values can overlap the other calls
# BoNT F protease = inhibitors of Botulinum neurotoxin F light chain protease | Multiplex microsphere protease cleavage assay, flow cytometry | inhibition, % at 10 µM | hit rate 0.22% among 360,000 | AID 588497; in the data active means inhibition above about 35%, passing the limit was not always enough; inconclusive means no clear call, values can overlap the other calls; further: plate controls were buffer without enzyme for full effect and enzyme alone for no effect
# BioA inh = blocks M. tuberculosis BioA enzyme activity; purified M. tuberculosis BioA enzyme, plate reader; inhibition, % at 9.99 µM; hit rate 0.096% among 360,000; in the data active means inhibition above about 40%; inconclusive means no clear call, values can overlap the other calls
# FadD28 binding = blocks FadD28 binding to the bisubstrate probe. fluorescence polarization. inhibition, % at 12.5 µM. hit rate 0.22% among 360,000. AID 588549; in the data active means inhibition above about 8.5%, passing the limit was not always enough; inconclusive means no clear call, values can overlap the other calls
# The depositor's hits bear a star; ? = inconclusive; nt = no result given; & = joins results of further samples. Unless noted, no stated cut-off is given here; in the data, active means inhibition above about 30%; inactive means the rest. An unsorted share of the library; 4.9% or so of the library scored in one or more.
SMILES,GDH-TPI inh,CCHFV vOTU inh,VHR inh abs,Rv3671c inh,FBA Mtb inh,MazF activator,UGM FP inh,BoNT F protease,BioA inh,FadD28 binding
CC(C)Cn1cc(C(=O)NC2CCN(Cc3ccccc3)CC2)c2c3ccccc3n(C)c2c1=O,nt,7,6,0,nt,nt,2.0,nt,nt,nt
COC(=O)C(NC(=O)CCC(=O)NC(C(=O)OC)c1ccccc1)c1ccccc1 (stereo not drawn),5,6,17,-1,0,11,-1.5,-2,3.1,-2.0
C=C(C)C1CC=C(C)C(=NNC(=O)c2ccncc2)C1 (stereo not drawn),-4,-2,nt,nt,-6,11,nt,-4,-1.0,nt
CCC(=O)c1cc(F)ccc1OCC(=O)Nc1ccc2c(c1)OCCO2,15,-1,nt,5,5,-6,-0.9,-10,-7.3,0.0
Cc1cc(C)c(NC(=O)CSc2ccc(-c3cccnc3)nn2)c(C)c1,-4,17,-17,4,0,24,-2.7,-5,nt,-2.2
COc1ccc(CNC(=O)CCSCc2ccccc2Cl)c(OC)c1,-1,-12,13,-6,2,-4,2.2,-4,nt,-1.9
CCCc1cc(=O)n2[nH]c(-c3ccc(C)cc3)cc2n1,-1,9,-7,5,19,-11,-4.8,-7,-2.2,-2.8
O=C(c1ccccc1)N(Cc1ccc(F)cc1)C1CCS(=O)(=O)C1 (stereo not drawn),-1,14,8,3,0,1,0.5,1,-0.5,-0.8
CCOCCn1c(CN2CCN(c3ccc(F)cc3)CC2)nc2c1c(=O)n(C)c(=O)n2C,8,-7,19,-5,0,-2,3.1,-4,-2.1,0.6
O=C(COc1ccccc1)NC(=S)Nc1cccc(NC(=O)c2ccccc2Cl)c1,13,1,26,7,1,0,-1.5,3,-4.6,-0.6
CCCCC(=O)N(C)c1c(C)nc2ccc(C(=O)N3CCNC(=O)C3)cn12,-7,6,nt,nt,5,nt,nt,-5,1.0,1.0
CCN(CC(=O)NCc1ccc(F)cc1)Cc1nc2ccccc2c(=O)[nH]1,-1,-11,8,12,-5,2,-1.3,16,nt,-1.6
O=C1CNC(=O)/C1=C\c1ccc(O)cc1,11,0,1,3,-25,-39,-3.4,1,nt,-3.6
COCCNC(=O)C1CCN(S(=O)(=O)N2CCC3(CC2)OCCO3)CC1,-8,-6,7,-6,-2,-14,0.5,10,2.0,-3.9
CCc1ccccc1-n1c(SCC(=O)Nc2ccc3c(c2)OCCO3)nc2[nH]ncc2c1=O,7,-9,11,-5,-1,11,0.5,-5,-0.4,-7.3
O=C(Cn1cnc2cc([N+](=O)[O-])ccc2c1=O)NCCc1ccc(Cl)cc1,3,12,-8,7,0,-39,3.0,3,-2.3,-2.1
CCCC(=O)N(c1ccc(OCC)cc1)C1C=CS(=O)(=O)C1 (stereo not drawn),8,-4,-2,-1,-1,8,0.1,2,-0.5,-5.1
CCc1ccc(S(=O)(=O)N2c3ccc(C)cc3C3CN(C)CCC32)cc1 (stereo not drawn),6,18,nt,1,1,6,0.2,nt,0.9,0.6
CNS(=O)(=O)c1cc(C(=O)NCc2ccco2)ccc1Cl,4,2,-6,9,3,6,5.8,2,-0.1,-0.4
O=C(Nc1cccc(S(=O)(=O)N2CCCC2)c1)c1cccc(OC(F)F)c1,8,-3,nt,-7,-3,3,1.3,-2,nt,-5.5
Cn1c(-[n+]2c(-c3ccccc3)cc(-c3ccccc3)cc2-c2ccccc2)nc2c([N+](=O)[O-])cccc21,25,0,-11,-1,-4,-4,-0.3,-8,-0.9,-2.3
COc1ccc(CC(=O)NC(C)c2ccc(S(N)(=O)=O)cc2)cc1S(=O)(=O)N1CCOCC1 (stereo not drawn),-3,1,18,11,0,0,-1.5,4,0.8,-5.3
Cc1nc2c(-c3ccc(F)cc3)c(C)nn2c(C)c1CCC(=O)N1CCC2(CC1)OCCO2,-12,3,11,3,3,5,-2.6,-10,nt,-0.1
CCOC(=O)c1cccnc1NC(=O)c1ccncc1,-7,22,-2,8,-7,11,0.4,2,0.6,-3.6
CCN(CC)CC(=O)N1CCCC(N2CCN(c3cccc(C(F)(F)F)c3)CC2)C1 (stereo not drawn),7,-9,6,3,-1,-2,1.4,?,9.6,-0.7
COc1cccc(-c2cc(-c3cccnc3)nc(N)c2C#N)c1,12,-170,21,-9,127*,4,-4.0,?,0.2,-2.3
C=CCn1c(NC(=O)c2ccco2)nc2ccccc21,35*,-2,14,3,0,5,2.7,0,-1.7,-3.9
CC(C)(C)c1ccc(CCC(CC(=O)O)CC(=O)O)cc1,-5,-5,17,-5,-5,5,1.1,-9,0.5,-2.4
Cc1c(C)c(C)c(CO/N=C/c2cccs2)c(C)c1C,-3,-6,13,6,1,-3,-5.6,-2,nt,-2.1
CN(Cc1ccccc1)C(=O)NC1CCCCC1,1,-4,-9,-8,0,-4,3.1,-11,0.6,-3.8
COc1ccccc1C(=O)NC(=O)CSc1nc2nc(C)cc(C)n2n1,2,4,nt,3,2,7,-1.6,?,5.5,-0.7
COc1ccc(NC(=S)NC(NC(=O)CCl)C(Cl)(Cl)Cl)c([N+](=O)[O-])c1 (stereo not drawn),-3,nt,-5,-9,-4,12,-0.9,-14,-0.7,-1.4
Cc1ccc(CNCC2CCCO2)o1 (stereo not drawn),-2,1,15,2,1,9,1.8,-8,nt,-0.4
COc1ccc(Nc2nc(N3CCN(C)CC3)nc3ccccc23)c(OC)c1,3,-11,3,2,2,3,3.3,-3,nt,-2.1
Cc1ccc(/C=C/C2=NN(C)C(=O)CC2)cc1,16,19,33,7,3,-19,1.1,-9,-2.4,-2.8
COc1ccc(-c2cn3c(C)c(C(=O)NC(C)C)sc3n2)cc1,-6,-8,35,-3,-1,1,2.2,-2,0.3,-1.7
CCOC(=O)c1ccc(NC(=S)N2CCSC2c2ccc(Br)cc2)cc1 (stereo not drawn),-2,-13,3,-8,0,10,0.1,-1,nt,-1.5
CC(C)(C)OC(=O)NCCCCCc1nnc(SCc2ccccc2)o1,6,3,-21,7,1,2,-6.1,4,1.0,-1.8
O=C(Cc1ccc(NC(=O)C2CCCN(C(=O)C3CCC3)C2)cc1)Nc1cccc(C(=O)N2CCCCC2)c1 (stereo not drawn),-5,3,nt,nt,0,-3,nt,-3,1.2,-2.0
CC1(C(=O)NCc2ccccc2)CCC(=O)N1C1CC1 (stereo not drawn),nt,-4,nt,nt,-3,nt,nt,1,-2.9,-3.1
OC1CN=C2CCCc3c2n(c2ccc(Cl)cc32)C1 (stereo not drawn),13,-7,19,2,8,9,2.7,24,-2.4,-11
NCCOc1ccccc1-c1ccccc1,13,5,35,-1,-2,5,1.6,-14,-5.2,-1.6
CCOC(=O)N1CCN(S(=O)(=O)c2ccc(F)c(C(=O)Nc3ccc(C)c(Cl)c3)c2)CC1,9,11,0,-79,-2,1,nt,-6,2.2,0.6
C[C@H](O)CC1=C[C@H](O)[C@@H](C)OC1=O,-6,4,16,8,3,-1,-1.2,2,-0.7,-0.6
O=[N+]([O-])c1ccc(Cl)cc1CN1CCCCCC1,9,0,-3,3,3,10,-0.2,nt,0.3,-1.5
COc1ccc(CCn2c(-c3cccc([N+](=O)[O-])c3)nc3nc4ccccc4nc32)cc1OC,-1,0,15,3,2,12,1.8,7,3.6,0.5
COc1ccc(S(=O)(=O)NNC(=O)Nc2ccccc2OC)c(OC)c1,-10,-5,4,nt,2,0,-0.5,-5,-1.3,1.1
CCn1cc(/C=N\NC(=O)c2cc(-c3ccccc3OC)nc3ccccc23)c(C)n1,23,3,15,-4,-1,6,-1.6,-8,nt,-5.0
O=C(CCCOc1ccccc1)Nc1ccc(S(=O)(=O)Nc2ccccn2)cc1,-4,nt,14,-16,-5,-3,-1.1,-9,nt,-5.7
COc1ccc(-n2cc(CN[C@H]3CCCCNC3=O)c(-c3cccc(F)c3)n2)cc1,6,2,8,2,57*,-1,-3.7,-10,1.1,-2.5
CCCC(c1nnnn1Cc1ccc(OC)cc1)N1CCC(C(N)=O)CC1 (stereo not drawn),-3,15,22,-4,4,9,0.6,-11,7.2,-3.9
OC[C@H]1O[C@@H](c2nc(-c3ccc4[nH]ccc4c3)no2)[C@H](O)[C@@H](O)[C@H]1O,7,10,nt,nt,1,nt,nt,5,-2.4,0.7
COc1ccc(-c2nnc3cccc(Cl)n23)c(OC)c1,7,8,2,8,1,6,6.5,-10,-0.6,-3.5
CCOC(=O)C(=Nc1ccccc1)NO,2,12,1,8,0,2,0.8,1,-1.8,-3.8
Fc1ccccc1NC(=S)NCCc1ccc(Cl)cc1,-2,13,23,nt,2,-2,-0.5,-2,2.3,-6.4
Cc1ccc(C(=O)OCN2C(=O)c3ccccc3C2=O)c(O)c1,4,-4,32,-8,3,-1,2.3,2,-2.5,-2.3
COc1ccccc1NS(=O)(=O)c1ccc(C)c(NC(=O)c2ccc(S(=O)(=O)N3CCCCCC3)cc2)c1,17,-8,-6,-50,0,-5,-3.2,-6,-4.7,0.0
S=c1[nH]nc(-c2cc(-c3ccccc3)n[nH]2)n1/N=C/C=C/c1ccco1,5,-1,12,0,0,-7,-0.4,?,2.8,-3.1
O=C1C(NS(=O)(=O)c2cccs2)=C(N2CCN(Cc3ccccc3)CC2)C(=O)c2ccccc21,12,14,-8,-7,3,4,0.5,nt,nt,-1.4
Cc1ccc(S(=O)(=O)N(C)C[C@H]2Oc3cc(C#CC4CCCC4)ccc3S(=O)(=O)N([C@H](C)CO)C[C@H]2C)cc1,2,9,nt,nt,-3,-9,nt,1,-1.1&-3.7&-2.6,-4.2

# Reprinted from above (6 entries):
SMILES,GDH-TPI inh,CCHFV vOTU inh,VHR inh abs,Rv3671c inh,FBA Mtb inh,MazF activator,UGM FP inh,BoNT F protease,BioA inh,FadD28 binding
COc1ccc(CCn2c(-c3cccc([N+](=O)[O-])c3)nc3nc4ccccc4nc32)cc1OC,-1,0,15,3,2,12,1.8,7,3.6,0.5
COc1ccc(S(=O)(=O)NNC(=O)Nc2ccccc2OC)c(OC)c1,-10,-5,4,nt,2,0,-0.5,-5,-1.3,1.1
CCn1cc(/C=N\NC(=O)c2cc(-c3ccccc3OC)nc3ccccc23)c(C)n1,23,3,15,-4,-1,6,-1.6,-8,nt,-5.0
O=C(CCCOc1ccccc1)Nc1ccc(S(=O)(=O)Nc2ccccn2)cc1,-4,nt,14,-16,-5,-3,-1.1,-9,nt,-5.7
COc1ccc(-n2cc(CN[C@H]3CCCCNC3=O)c(-c3cccc(F)c3)n2)cc1,6,2,8,2,57*,-1,-3.7,-10,1.1,-2.5
CCCC(c1nnnn1Cc1ccc(OC)cc1)N1CCC(C(N)=O)CC1 (stereo not drawn),-3,15,22,-4,4,9,0.6,-11,7.2,-3.9

# Next structures:
SMILES,GDH-TPI inh,CCHFV vOTU inh,VHR inh abs,Rv3671c inh,FBA Mtb inh,MazF activator,UGM FP inh,BoNT F protease,BioA inh,FadD28 binding
COCCn1c(=NC(=O)/C=C/c2ccccc2)sc2cc(NC(C)=O)ccc21,29,1,-4,-32,-6,4,-0.4,-1,-0.9,-1.2
O=C(CN1C(=O)COc2ccccc21)N(Cc1ccccc1)Cc1ccccn1,-10,2,6,3,1,-9,-0.3,4,2.2,-0.9
Nc1ccn(CC(=O)NCc2ccc3c(c2)OCO3)c(=O)n1,3,0,nt,-5,-2,3,1.1,0,-1.1,-1.2
CN1CCN2c3ccccc3Cc3ccccc3C2C1 (stereo not drawn),5,-5,1,5,-1,4,3.4,-2,0.5,-2.2
O=C(c1cccc2ccccc12)C1CCCN(Cc2ccon2)C1 (stereo not drawn),0,5,-3,2,-1,-5,-0.6,0,0.7,-2.8
O=C(C1CCC1)N1CCN(S(=O)(=O)c2ccc(F)cc2)CC1,6,6,nt,0,3,1,0.4,9,nt,0.0
COC(=O)/C=C1\S/C(=N/NC(=O)c2ccc(OC)cc2)NC1=O,4,-3,20,-1,6,1,0.8,5,nt,-1.1
CC(C)OC(=O)CC12CN3CN(C1)CC(CC(=O)OC(C)C)(C3)C2=O,-7,1,3,0,5,13,-0.9,-18,-0.1,-2.2
Cc1ccc(S(=O)(=O)N2CCN(C(=O)C3CC3C)CC2)c(C)c1 (stereo not drawn),0,-6,nt,4,-2,10,-0.6,-14,0.2,-5.6
